WT yeast gro inh: growth inhibition of WT yeast, mitochondrial fusion screen; hit rate 2.1% among 190,000; AID 1362; mitochondrial fusion phenotypic screen, WT strain; inhibition, % at 10 µM; in the data active means inhibition above about 58%; tested in S. cerevisiae
PMI inhibitors: MPI enzyme activity inhibition – biochemical, fluorescence intensity, coupled assay, primary screen (AID 1209); purified PMI enzyme, coupled fluorescence intensity; higher % means a stronger effect; inhibition, % at 20 µM, or IC50 in µM where a hit was titrated; hit rate 0.42% among 190,000;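 further: plate controls were DMSO vehicle for no effect and wells lacking substrate for full effect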
Siah-1 displacement: blockers of Siah-1 interaction with plectin peptide – biochemical, fluorescence polarization, rhodamine-plectin, uHTS, primary screen (AID 1817) | Siah-1 / rhodamine-plectin peptide fluorescence polarization; higher % means a stronger effect | displacement, % at 20 µM; hits with a dose series show IC50 in µM | hit rate 0.02% among 290,000;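 active means displacement of at least 50% at 20 µM, with a fluorescence ratio check between 0.3 and a set limit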;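 further: plate controls were Siah plus tracer with DMSO for no effect and tracer alone without Siah for full effect; strong numbers were not always called active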
TNAP activators: human TNAP enzyme activators, primary screen, biochemical, luminescent, no phosphate acceptor, uHTS (AID 1001); purified TNAP, luminescent activation assay, no phosphate acceptor; higher activation fold means a stronger effect; activation fold at 20 µM, or EC50 in µM where a hit was titrated; hit rate 0.03% among 200,000; in the data active means activation fold from about 3, or a potency from the dose series; inactive means the rest, 99 in 100 with activation fold below about 1.6; further: many of its hits are not listed in these tables
Myeloid diff 2: myeloid differentiation induction. ER-HoxA9 myeloid progenitors, lysozyme-GFP differentiation, flow cytometry. hit rate 1% among 360,000. calls only at 10 µM. AID 624256;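 active means normalized GFP-positive differentiation at or above the plate's own cutoff, the solvent-only control mean plus 3 SD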;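 further: cells exposed to compound for four days before flow analysis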
PhoP inhibition: PhoP-dependent GFP reporter repression – Salmonella Typhimurium, primary screen (AID 1863); S. Typhimurium PhoP-regulated promoter GFP reporter, 4 h; higher % means a stronger effect; inhibition, % at 50 µM; hits with a dose series show IC50 in µM; hit rate 0.16% among 300,000;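 active means inhibition over 29.93%, a cutoff 3 SD above the screen mean, later confirmed by dose response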;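 further: 0% = low Mg2+ inducing control and 100% = high Mg2+ repressing control; strong numbers were not always called active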
RSV CPE inhibition: inhibition of RSV-induced cytopathic effect – HEp-2 cells, primary 10 µM value included (AID 2391); hit rate 0.13% among 310,000; one-dose CPE inhibition, % at 10 µM; IC50 in µM for titrated hits; HEp-2 cells, RSV-induced CPE inhibition; higher % means a stronger effect; in the data active means a potency from the dose series; further: strong numbers were not always called active
PMI inhibition: human PMI inhibitors, high substrate, primary screen, biochemical, fluorescence intensity, high mannose 6-phosphate (AID 1220); recombinant PMI enzyme, coupled fluorescence intensity; higher % means a stronger effect; hit rate 0.66% among 190,000; one-dose inhibition, % at 20 µM; IC50 in µM for titrated hits
XIAP antagonists: XIAP antagonists, biochemical, IAP family, fluorescence polarization (AID 1018). one-dose displacement, % at 20 µM; IC50 in µM for titrated hits. hit rate 0.007% among 200,000. XIAP BIR domain, fluorescence polarization peptide displacement; higher % means a stronger effect; in the data active means displacement above about 50%; further: a part of the inactive calls stands beside numbers as strong as those of hits
WT yeast gro inh mutant strain: second read-out of WT yeast gro inh, no call of its own (marks repeat the call); inhibition, %; mitochondrial fusion phenotypic screen, mutant strain inhibition
Myeloid diff 2 GFP+ MAC1+ %: second read-out of Myeloid diff 2, no call of its own (marks repeat the call); GFP+ MAC1+ double positive, %; measured here: differentiation confirmed by MAC1 staining
* marks the source's active call; other numbers are inactive results; i = inactive; / = no result given; + = active, no number; & = joins results of further samples. Unless noted, no stated cut-off is given here; in the data, active means inhibition above about 50%; inactive means the rest.

Sequence of screens: WT yeast gro inh, WT yeast gro inh mutant strain, PMI inhibitors, Siah-1 displacement, TNAP activators, Myeloid diff 2, Myeloid diff 2 GFP+ MAC1+ %, PhoP inhibition, RSV CPE inhibition, PMI inhibition, XIAP antagonists
Cc1ccsc1C(=O)C1CCCN(Cc2ccc(O)cc2)C1 (stereo unspecified)
  8.9, 1.1, -1.1%, -1.5%, 1.1, i, 0.1, 6.2%, -1.4%, -7.1%, -5.1%
CCn1c(=O)n(CC)c2cc([N+](=O)[O-])c(N3CCNCC3)cc21
  -10.3, 0.4, 0.8%, 2.4%, 1, i, 0.1, 3.6%, -1.9%, 1.0%, -7.7%
COc1ccc(NC(=O)N2C[C@@H]3C[C@@H](C2)c2cccc(=O)n2C3)cc1
  /, /, /, -4.0%, /, i, 1.5, 6.1%, 1.6%, /, /
Cc1c(/C=N/O)c2ccccc2n1C
  -19.8, -16.1, -12.0%, -1.9%, 1.1, i, 1.1, 4.7%, 3.8%, -3.4%, 1.4%
COc1ccc(-c2nn(CCC#N)cc2C(=O)Nc2ccccc2Br)cc1
  /, /, /, -0.6%, /, i, 0.3, 9.6%, 0.6%, /, /
C[C@]12CCC(=O)C=C1CC[C@@H]1[C@@H]2C(=O)C[C@]2(C)C(=O)CC[C@@H]12
  -2.9, -28.8, 12.2%, -0.6%, 1.1, i, 1.9, -4.7%&8.3%, -2.0%, 5.9%, -5.1%
O=C(/C=C/c1ccc(Cl)cc1)NC(=S)N1C[C@H]2C[C@H](C1)c1cccc(=O)n1C2
  /, /, /, 5.7%, /, i, 4.0, -7.0%, 0.2%, /, /
COc1ccccc1CN1CCN(C(=O)COc2ccc3ccccc3c2)CC1
  /, /, /, 18.2%, /, i, 4.8, -4.8%, 0.1%, /, /
CC(N=Cc1c(O)[nH]c(=O)[nH]c1=O)c1ccccc1 (stereo unspecified)
  -6.2, 3.1, 8.2%, -5.8%, 1.1, i, 2.2, 4.0%, 1.2%, 3.9%, -1.0%
CC1N=C(c2ccccc2Cl)c2cc(Br)ccc2NC1=O (stereo unspecified)
  /, /, /, 4.3%, /, i, 0.2, 6.8%, 1.4%, /, /
CC(Cc1ccccc1)NC(=O)/C=C/c1ccc(Cl)cc1 (stereo unspecified)
  15.2, 3.4, 6.2%, 5.3%, 1.1, i, 1.0, -7.8%, 13.7%, -3.4%, 0.1%
CCC1C(C#N)=C(N)Oc2c1c(=O)oc1ccccc21 (stereo unspecified)
  /, /, /, 7.0%, /, i, 0.8, 0.9%, 1.5%, /, /
C=CCNC(=S)/N=C/c1c(O)[nH]c(=O)[nH]c1=O
  -1.3, 1.8, -14.4%, -2.0%, 1, i, 0.0, 1.2%, -0.2%, -6.7%, -6.0%
CC(C)Oc1cccc(C(=O)C2CCCN(Cc3ccon3)C2)c1 (stereo unspecified)
  -5.7, -5.5, 9.2%, 19.8%, 1.1, i, 0.6, -7.9%, 0.9%, 4.0%, -3.4%
CCCC(C)C1(CC)C(=O)NC(=Nc2ccccc2)NC1=O (stereo unspecified)
  -8.9, -10.8, 8.4%, -3.1%, 1, i, 0.7, -6.4%, -0.2%, 12.4%, -11.4%
CC(C)Oc1ccc(CCN)cc1Cl
  5.6, 3.2, 10.0%, 1.3%, 1.1, i, 1.4, -2.0%, 4.2%, 0.0%, -0.7%
CCNc1cc(N2CCN(C)CC2)ccc1[N+](=O)[O-]
  4.2, -5.8, 14.9%, -6.6%, 0.9, i, 0.4, -0.6%, -1.8%, 39.8%, 0.7%
Cc1cc(C)cc(N2C(=O)/C(=C\c3ccc(N4CCN(C)CC4)o3)C(=O)NC2=S)c1
  /, /, /, 11.2%, /, i, 0.1, -16.4%, 2.2%, /, /
Nc1c(C(=O)NCC2CCCO2)c2nc3ccccc3nc2n1Cc1ccco1 (stereo unspecified)
  /, /, /, -4.9%, /, i, 0.4, -7.2%, 10.5%, /, /
c1ccc(CN2CCN(Cc3ccc4c(c3)OCCO4)CC2)cc1
  23.9, -2.9, -6.8%, 5.4%, 1.1, i, 1.3, 24.5%, -0.7%, -8.4%, -4.6%
Cc1ccccc1NC(=S)NC(NC(=O)CF)C(Cl)(Cl)Cl (stereo unspecified)
  -6.9, -5.7, 6.7%, -6.4%, 1.1, i, 0.1, -12.9%, 0.0%, -2.8%, -2.9%
Cc1ccc(S(=O)(=O)N2CC3CC(C2)c2cccc(=O)n2C3)cc1 (stereo unspecified)
  7.5, -10.9, -3.4%, 4.6%, 1.1, i, 0.5, 26.6%, -0.2%, -2.4%, 0.5%
Cn1c(NN=O)nc2ccccc21
  -15.0, 9.1, -5.7%, -12.3%, 1, /, /, 14.3%, -2.8%, -20.8%, -4.2%
O=C(NCc1ccccn1)c1ccccc1Cl
  -0.1, 6.2, 3.4%, -9.3%, 1.1, i, 7.4, 7.8%, 0.4%, -4.4%, -3.0%
C=CCN1C(=O)NC(=O)C(CCc2ccncc2)(CCc2ccncc2)C1=O
  -9.7, 5.7, 14.4%, 16.5%, 1.1, i, 0.9, -4.5%, -1.0%, 4.6%, -12.5%
Nc1ccncc1Cl
  7.8, 1.2, -3.0%, 1.1%, 1.1, i, 0.8, 3.0%, 0.7%, -4.4%, -1.6%
Cc1cc(C=C2C(=O)N(C)C(=S)N(C)C2=O)c(C)n1C1CCCCC1
  17.5, 5.6, -12.8%, -7.7%, 0.8, i, 1.2, 10.1%, 0.7%, -15.1%, -1.1%
Cc1ccc(-n2c(C)cc(/C=C3/C(=O)NC(=O)N(C)C3=O)c2C)cc1
  -6.0, 18.0, -11.2%, 3.9%, 1.1, i, 0.4, -24.1%, 3.0%, -7.0%, -2.5%
O=C(CN1CC(c2ccccc2)CC1=O)Nc1ccccc1 (stereo unspecified)
  18.0, 3.0, -16.0%, -1.8%, 1, i, 1.2, 5.3%, -0.7%, -10.8%, -1.5%
CC(C(=O)c1c[nH]c2ccccc12)N1CCSCC1 (stereo unspecified)
  10.4, 8.5, 5.7%, 3.9%, 1.1, i, 0.7, 15.2%, 0.2%, -2.7%, 0.4%
COc1cc(OC)c(OC)cc1/C=C1\C(=O)NC(=O)N(Cc2ccccc2)C1=O
  2.3, 0.5, 1.9%, 3.2%, 1.1, i, 0.5, -4.7%, 3.3%, 17.4%, -0.5%
CN1C(=O)/C(=C/c2ccc(N3CCCCCC3)o2)C(=O)NC1=S
  10.2, 8.2, -9.1%, -1.2%, 0.6, i, 1.0, 4.0%, -0.1%, -5.3%, 3.6%
O=C(c1cc2c(s1)-c1ccccc1OC2)N1CCC2(CC1)OCCO2
  4.3, -5.2, 11.3%, 7.0%, 1.1, i, 3.8, -4.3%, 0.6%, 13.3%, 0.0%
CCOc1ccc(N=Cc2c(O)n(C(C)(C)C)c(=O)[nH]c2=O)cc1
  14.1, -11.9, 19.1%, -1.4%, 1, i, 0.7, -7.4%, 0.7%, 9.9%, -3.2%
O=C(CN1CCOCC1)Nc1ccc(Br)cc1C(=O)c1ccccc1
  2.4, 0.1, 4.9%, 3.3%, 1, i, 0.8, 1.4%, 2.4%, 6.0%, -7.4%
CCN(CC)c1ccc(/C=C2\C(=O)NC(=S)N(C)C2=O)o1
  /, /, /, 2.2%, /, +, 1.2*, -12.8%, 0.8%, /, /
O=C(Cn1ccc2ccccc2c1=O)NCC(=O)N1CCC2(CC1)OCCO2
  -20.0, -8.0, 8.4%, 3.7%, 1.1, i, 0.8, -8.5%, 0.6%, 3.4%, 0.4%
CSc1ccccc1C(=O)C1CCCN(Cc2cccc(C)n2)C1 (stereo unspecified)
  2.6, -1.5, 7.6%, 3.8%, 1, i, 0.7, 0.5%, 1.1%, 3.2%, -0.1%
CN1CC=C(c2c[nH]c3ccccc23)CC1
  5.2, 9.0, 5.5%, -4.6%, 1.1, +, 24.7*, 11.4%, 1.4%, 3.7%, 7.2%
O=C1NC(=O)N(c2ccc3c(c2)OCO3)C(=O)/C1=C\c1ccc(-c2ccccc2C(=O)O)o1
  /, /, /, 3.2%, /, i, 0.1, -8.4%, 0.1%, /, /
COc1ccc(OC)c2c1CCC1NCCOC21 (stereo unspecified)
  -7.8, -10.9, -15.1%, 4.3%, 1, i, 0.7, -8.9%, -0.2%, 21.8%, 44.4%
CN1CCN(c2cc(N3CCCCCC3)c(F)cc2[N+](=O)[O-])CC1
  16.8, -8.8, 2.3%, 4.7%, 0.8, i, 0.5, 16.2%, 2.0%, 21.3%, -2.7%
C[C@H](NC(=O)CCC(=O)N1C[C@H]2C[C@H](C1)c1cccc(=O)n1C2)c1ccccc1
  /, /, /, -5.5%, /, i, 2.7, 14.0%, 2.6%, /, /
CC(=O)N1CN2CN(C(C)=O)CC(C(=O)c3ccc(Br)cc3)(C2)C1
  8.5, 1.0, 6.3%, 7.9%, 1.1, i, 0.8, -6.2%, -0.3%, 1.8%, -1.2%
CN1C(=O)C(=Cc2ccccc2OCc2ccc(Cl)cc2)C(=O)N(C)C1=O
  9.1, 15.8, 1.0%, 26.1%, 1.1, i, 0.3, 1.1%, 2.6%, -10.9%, 0.0%
Cc1ccc(N2Cc3ccccc3C2=N)cc1[N+](=O)[O-]
  -1.8, 1.8, -19.1%, 0.7%, 1.3, i, 0.3, 2.1%, -0.3%, -16.3%, -6.1%
CCOP(=O)(Cc1cc(C(=O)CC)c(C)o1)OCC
  /, /, /, 9.6%, /, i, 0.4, -6.0%, -0.1%, /, /
CCOC(=O)c1c(NS(=O)(=O)c2ccccc2)n(CCCOC)c2nc3ccccc3nc12
  -4.3, -8.8, 2.8%, 67.0%*, 1.2, i, 0.8, -23.2%, 1.6%, 44.9%, -2.0%
O=C1CN=C(c2ccccc2)c2cc(Br)ccc2N1Cc1cc(=O)n2ccccc2n1
  -2.5, 6.0, 8.8%, -1.6%, 1, i, 0.5, -12.9%, 5.8%, 0.7%, -5.0%
CN1C(=O)C(=Cc2ccc(Sc3ccccc3)o2)C(=O)N(C)C1=O
  2.4, 1.8, 1.0%, 8.3%, 1, i, 0.5, -3.8%, 1.8%, -5.0%, -3.5%

Shown as tab-separated lines: entries from further up
SMILES	WT yeast gro inh	WT yeast gro inh mutant strain	PMI inhibitors	Siah-1 displacement	TNAP activators	Myeloid diff 2	Myeloid diff 2 GFP+ MAC1+ %	PhoP inhibition	RSV CPE inhibition	PMI inhibition	XIAP antagonists
Cc1ccc(N2Cc3ccccc3C2=N)cc1[N+](=O)[O-]	-1.8	1.8	-19.1%	0.7%	1.3	i	0.3	2.1%	-0.3%	-16.3%	-6.1%
CCOP(=O)(Cc1cc(C(=O)CC)c(C)o1)OCC	/	/	/	9.6%	/	i	0.4	-6.0%	-0.1%	/	/

The list is partial; rates above refer to the full screens.
